From PubChem
KAT2A inh = GCN5L2 (KAT2A) acetyltransferase inhibition. GCN5L2 HAT assay, ThioGlo1 CoA-SH fluorescence. 390,000 tested, 0.21% active. Potency, µM (highest dose often 58.9 µM), without a hit: at the top dose activity change, negative = inhibition, actives largely listed as inhibitors; active = well fitted inhibition curve with a large enough effect; inconclusive = small, poorly fitted or top-dose-only effect, or another doubt; inactive = no such curve, though single readings can be large or run the other way
Target sequence (Q92830 whole entry, looked up): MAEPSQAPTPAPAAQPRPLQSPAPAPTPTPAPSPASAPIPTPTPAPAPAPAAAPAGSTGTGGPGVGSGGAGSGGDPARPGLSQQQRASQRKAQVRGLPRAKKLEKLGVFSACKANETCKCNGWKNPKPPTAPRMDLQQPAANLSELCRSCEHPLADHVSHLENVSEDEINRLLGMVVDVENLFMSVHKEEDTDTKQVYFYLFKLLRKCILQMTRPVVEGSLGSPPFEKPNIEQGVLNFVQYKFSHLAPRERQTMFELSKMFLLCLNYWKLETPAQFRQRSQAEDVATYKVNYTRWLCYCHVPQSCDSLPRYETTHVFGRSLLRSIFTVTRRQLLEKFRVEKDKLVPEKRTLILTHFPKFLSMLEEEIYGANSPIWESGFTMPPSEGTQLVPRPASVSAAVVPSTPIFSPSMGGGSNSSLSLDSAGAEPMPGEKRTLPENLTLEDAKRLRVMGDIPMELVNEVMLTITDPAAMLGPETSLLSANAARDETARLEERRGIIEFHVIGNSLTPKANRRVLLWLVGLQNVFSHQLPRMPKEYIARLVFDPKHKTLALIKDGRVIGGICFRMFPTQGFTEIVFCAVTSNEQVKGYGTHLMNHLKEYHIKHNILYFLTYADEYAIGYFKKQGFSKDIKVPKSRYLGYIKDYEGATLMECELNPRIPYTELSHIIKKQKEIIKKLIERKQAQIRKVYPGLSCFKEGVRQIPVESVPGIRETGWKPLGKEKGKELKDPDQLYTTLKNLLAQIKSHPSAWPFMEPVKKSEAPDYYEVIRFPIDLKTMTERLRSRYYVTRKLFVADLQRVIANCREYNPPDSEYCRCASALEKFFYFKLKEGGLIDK
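GCN5L2 (20nM final) in 50mM HEPES, 0.1mM EDTA pH 7.5, 0.01% Tween-20 was preincubated 15 min at room temperature with compound, then given ThioGlo1 (50uM), H3(1-25) peptide (75uM) and acetyl-CoA (70uM); CoA-thiol fluorescence (Ex340/Em540) was read at 0 and 20 min.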
An asterisk follows results filed as active; u = inconclusive; [ ] = dose if it differs, or a comment. % is scaled to controls: 0 for no effect and ±100 for the full control effect; potency is read from the fitted curve at half-maximal effect. Some of the compounds tested; count on the stated rates, not on these rows.

SMILES | KAT2A inh
CCOCCCn1c(=N)c(S(=O)(=O)c2ccc(C)cc2)cc2c(=O)n3ccccc3nc21 | -2%
Cc1ccc(S(=O)(=O)c2cc3c(=O)n4cccc(C)c4nc3n(Cc3ccco3)c2=N)cc1C | 0%
Cc1ccc(C(C)C)c(OC(C)C(=O)NCC2(N(C)C)CCCCC2)c1 (stereo not drawn) | -3%
Clc1ccc(N2CCN(Cc3cc4ccccn4n3)CC2)cc1 | u
Cc1ccnc(NS(=O)(=O)c2cc(C(F)(F)F)ccc2Cl)c1 | -10%
CC(C)c1ccc(S(=O)(=O)N2CCN(CC(=O)c3ccc(O)c(O)c3)CC2)cc1 | -6%
CN(CCOC(=O)CN1C(=O)c2ccccc2C1=O)C1=NS(=O)(=O)c2ccccc21 | 3%
NCCCC[C@H](NC(=O)[C@H](CS)NC(=O)[C@@H](N)Cc1cnc[nH]1)C(=O)N[C@@H](Cc1ccccc1)C(=O)N[C@@H](Cc1c[nH]c2ccccc12)C(=O)N[C@@H](Cc1c[nH]c2ccccc12)C(=O)O | 2%
COc1ccc2c(=O)c3c(=O)n(-c4ccc(C)cc4)c(-c4ccccc4)nc3oc2c1 | u
CC(=O)NC(c1cccs1)c1cc(Cl)c2ccccc2c1O (stereo not drawn) | 0%
O=c1c2ccccc2ccc2ccc(P(=O)(O)O)cc12 | 2%
COc1ccc(C2c3c(ccc4ccccc34)Oc3ncn4nc(Cc5ccc(OC)c(OC)c5)nc4c32)cc1 (stereo not drawn) | 32%[activator]
O=C(CN1C(=O)NC2NC(=O)NC21)N/N=C/c1ccccc1F (stereo not drawn) | -3%
CCc1cc2c(=O)c(-c3cscn3)coc2cc1OC | -3%
Cc1ccccc1NC(=O)c1ccc(Cl)c(NC(=O)c2cccnc2)c1 | -7%
CCN(CC)c1ccc(/C=N/NC(=O)C(O)(c2ccccc2)c2ccccc2)o1 | -4%
Cn1cccc1/C=N/NC(=O)c1sc2cc(Cl)ccc2c1Cl | 1%
COc1ccc(N2C(=O)CSC23C(=O)N(Cc2cccc(F)c2)c2ccccc23)cc1Cl (stereo not drawn) | -13%
Cc1ccc(S(=O)(=O)N2CC=C(C(=O)NCc3ccc(F)cc3)CC2)cc1 | 0%
Clc1cccc(-c2ccc3ncnc(NCc4ccc5c(c4)OCO5)c3c2)c1 | -16%
COc1ccc(S(=O)(=O)N2CCN(c3ccc(Cl)c(Cl)c3)CC2)c2ccccc12 | -3%
Cc1ccc(OCC(=O)Nc2c(Cl)ccc3nsnc23)cc1C | -1%
CCn1c(C)nc2cc(C(=O)NNC(=O)Nc3ccc(Cl)c(Cl)c3)ccc21 | -17%
O=C(O)c1ccc(S(=O)(=O)N[C@H](Cc2ccc(O)cc2)C(=O)O)cc1 | -2%
COc1cc2cc(CNc3ccc(C)cc3)c(=O)n(CC(=O)Nc3ccc(C(C)C)cc3)c2cc1OC | -23%

3 of the compounds above, with tabs:
structure	KAT2A inh
COc1ccc(N2C(=O)CSC23C(=O)N(Cc2cccc(F)c2)c2ccccc23)cc1Cl (stereo not drawn)	-13%
Cc1ccccc1NC(=O)c1ccc(Cl)c(NC(=O)c2cccnc2)c1	-7%
CCn1c(C)nc2cc(C(=O)NNC(=O)Nc3ccc(Cl)c(Cl)c3)ccc21	-17%

New compounds follow:
SMILES | KAT2A inh
Cc1cccc(N2CCN(S(=O)(=O)c3ccc4[nH]c(=O)c(=O)[nH]c4c3)CC2C)c1 (stereo not drawn) | -18%
O=S(=O)(NCC1CN(S(=O)(=O)c2c(F)cccc2F)C1)c1ccc2c(c1)OCCO2 | -4%
COc1cc(OC)cc(C(=O)NCCSCc2ccco2)c1 | -22%
CCc1ccc(NC(=O)c2nc(S(=O)(=O)Cc3ccccc3)ncc2Cl)cc1 | -4%
COc1ccc(-c2nnc3ccc(SCC(=O)Nc4cc(C)on4)nn23)cc1 | -1%
COc1cc2cc(Oc3ccc4ccc(=O)oc4c3)c(=O)oc2cc1OC(=O)C=C(C)C | 3%
O=C(C1=C[C@@H]2[C@H]3C(=O)N(c4ccccc4)C(=O)[C@H]3[C@@H](C(=O)c3ccc(Cl)cc3)N2C=C1)c1ccccc1 | -12%
CCCNC(=O)N1CCN(S(=O)(=O)c2ccc3c(ccn3C)c2)CC1 | -2%
CN(C)CCN(C)Cc1ccc2c(c1)Cc1ccccc1-2 | -1%
NC(N)=NC[C@@H]1COC2(CCCCC2)O1 | -20%[21.4 µM]
CCc1ccc(OCC(=O)Nc2cc(-c3nc4cc(C)ccc4o3)ccc2C)cc1 | 2%
Cc1ccc(C(=O)c2oc3ccccc3c2NC(=O)Cc2ccccc2)cc1 | -7%
O=C(O)c1ccc2c(c1)C(=O)N([C@H](Cc1c[nH]c3ccccc13)C(=O)O)C2=O | -2%
COc1cc(OC)cc(-c2nnc(Sc3ccc(C=O)cc3[N+](=O)[O-])o2)c1 | 1%
O=C(c1ccc(CS(=O)(=O)c2ccc(Br)cc2)o1)N1CCN(C2CCCCC2)CC1 | -6%
C1CCC[C@H]2CCCN3CC[C@H](CCCCCC[C@@H]4CCCN5CC[C@H](CC1)OC45)OC23 | -5%
O=C(COC(=O)c1cc(-c2ccncc2)nc2ccccc12)Nc1ccc2c(c1)OCO2 | 4%
COc1ccc(-c2nnc3sc(-c4ccc(Br)o4)nn23)cc1OC | -11%
O=C(Nc1cc(C(=O)Nc2ccc(S(=O)(=O)O)cc2)cc(C(=O)Nc2ccc(S(=O)(=O)O)cc2)c1)Nc1cc(C(=O)Nc2ccc(S(=O)(=O)O)cc2)cc(C(=O)Nc2ccc(S(=O)(=O)O)cc2)c1 | -8%
CCCCn1nc(-c2ccccc2)c2nc3ccccc3nc21 | 4%
CCOC(=O)c1cc(OC(=O)c2ccc(Cl)cc2)n(-c2ccccc2)n1 | -3%
Cc1ccc(S(=O)(=O)c2cc3c(=O)n4cccc(C)c4nc3n(CC3CCCO3)c2=N)cc1 (stereo not drawn) | -1%
CCOc1ccccc1CNC(=O)C1CCCN(c2nc3ccccc3o2)C1 (stereo not drawn) | -9%
CCNC(=S)Nc1cccc([N+](=O)[O-])c1 | 1%
CCOC(=O)C1=C(C)N=C2SCCC(=O)N2C1c1ccc(OC)cc1 (stereo not drawn) | -2%

Retrieved by compound from above:
SMILES | KAT2A inh
CN(C)CCN(C)Cc1ccc2c(c1)Cc1ccccc1-2 | -1%
CCc1ccc(NC(=O)c2nc(S(=O)(=O)Cc3ccccc3)ncc2Cl)cc1 | -4%
CCOC(=O)C1=C(C)N=C2SCCC(=O)N2C1c1ccc(OC)cc1 (stereo not drawn) | -2%
Cc1cccc(N2CCN(S(=O)(=O)c3ccc4[nH]c(=O)c(=O)[nH]c4c3)CC2C)c1 (stereo not drawn) | -18%
CCCCn1nc(-c2ccccc2)c2nc3ccccc3nc21 | 4%
NC(N)=NC[C@@H]1COC2(CCCCC2)O1 | -20%[21.4 µM]

Returning to the listing; the 2 compounds before the break are reprinted first.
SMILES | KAT2A inh
CCNC(=S)Nc1cccc([N+](=O)[O-])c1 | 1%
CCOC(=O)C1=C(C)N=C2SCCC(=O)N2C1c1ccc(OC)cc1 (stereo not drawn) | -2%
COc1cc(OC)c(NC(=O)Nc2cc(C)on2)cc1Cl | 0%
CCOc1ccc(Nc2sc(C(=O)c3ccc4c(c3)OCO4)c(N)c2S(=O)(=O)c2ccc(C)cc2)cc1 | -5%
O=C1CSC(c2cn(-c3ccccc3)nc2-c2cccs2)N1Cc1ccccc1 (stereo not drawn) | -3%
CCCc1nc2sc3c(=O)[nH]cnc3c2c2c1CCCC2 | -5%
COc1ccc([C@]23Cc4ccccc4C(O2)c2c(cc(-c4ccccc4)oc2=O)O3)cc1 | -23%[12.7 µM]
CCOP(=O)(OCC)C(=Cc1cc(C(C)(C)C)c(O)c(C(C)(C)C)c1)P(=O)(OCC)OCC | 23%
CCn1ccc2cc(S(=O)(=O)N3CCCN(C(=O)Nc4ccccc4F)CC3)ccc21 | 12%
CCN(CC)CCCNC(=O)c1ccc2c(SCC(=O)O)c3c(nc2c1)CCC3 | -1%
COc1ccc(C(C#N)Nc2ccccc2)cc1 (stereo not drawn) | -3%
COc1cc2c(cc1OC)C1O[C@](CCCCN3C(=O)c4ccccc4C3=O)(C2)Oc2cc(C)n(Cc3ccccc3)c(=O)c21 | 1%[12.7 µM]
Nc1nc2c(c(=O)[nH]1)N(C=O)[C@H](CNc1ccc(C(=O)N[C@@H](CCC(=O)O)C(=O)O)cc1)CN2 | -17%[21.4 µM]
Oc1ccc(O)c(/C(=N/Nc2ccccc2)c2ccccc2)c1 | -27%
CCCCCCCCOc1c(OC)cc(/C=C/C(=O)N2CCN(c3ccc(C)c(C)c3)CC2)cc1OC | -20%
CCOc1ccc(-n2c(Cc3cc(=O)[nH]c(=O)[nH]3)nnc2SC(C)C(=O)OC)cc1 (stereo not drawn) | -4%
CCN1C(=NCC(C)C)N[C@@H](c2ccccc2)[C@H](C(=O)OC)[C@H]1C | -3%
CC(=O)N[C@@H](CC(C)C)C(=O)N[C@@H](CCCNC(=N)N)C(=O)N[C@@H](Cc1cnc[nH]1)C(=O)N[C@@H](Cc1ccc(O)cc1)C(=O)N[C@@H](CC(C)C)C(=O)N[C@@H](CC(N)=O)C(=O)N[C@@H](CC(C)C)C(=O)N[C@@H](CC(C)C)C(=O)N[C@H](C(=O)N[C@@H](CCCNC(=N)N)C(=O)N[C@@H](CCC(N)=O)C(=O)N[C@@H](CCCNC(=N)N)C(=O)N[C@@H](Cc1ccc(O)cc1)C(N)=O)[C@@H](C)O | -27%
CCC(=O)Oc1ccc2c(c1)CCC1C2CC[C@]2(C)C(OC(=O)CC)CCC12 (stereo partly drawn) | 6%
COc1ccc(-c2nc(C)c(CCNC(=O)C(=O)Nc3ccccc3F)s2)cc1 | 0%
Cc1nc(-c2ccccc2)sc1CCNS(=O)(=O)c1ccccc1 | -1%
O=C(Oc1ccccc1O)c1cccc2ccccc12 | -8%
CCOC(=O)N1CCC(NC(=O)c2c(C)nn(-c3ccc(C)cc3)c2-n2cccc2)CC1 | -2%
CC(C)CNC(=O)N1CCN(S(=O)(=O)c2ccc3c(ccn3C)c2)CC1 | -16%
Cc1cccc(-n2c(N)cc(=O)nc2SCC(=O)Nc2nnc(CC(C)C)s2)c1 | -6%
O=C1c2ccccc2NC(c2ccc(-c3ccc(F)cc3)o2)N1O (stereo not drawn) | 0%
COc1ccc2c(c1)c1ncnc(N3CCN(Cc4ccc5c(c4)OCO5)CC3)c1n2C | -14%

Ordered by value in KAT2A inh (rising): some entries from above.
SMILES | KAT2A inh
Cc1cccc(-n2c(N)cc(=O)nc2SCC(=O)Nc2nnc(CC(C)C)s2)c1 | -6%
CCOc1ccc(Nc2sc(C(=O)c3ccc4c(c3)OCO4)c(N)c2S(=O)(=O)c2ccc(C)cc2)cc1 | -5%
CCN1C(=NCC(C)C)N[C@@H](c2ccccc2)[C@H](C(=O)OC)[C@H]1C | -3%

Next part.
SMILES | KAT2A inh
CCCC[C@@H](C)/C=C(C)/C=C(\C)C(=O)NC1=C[C@@](O)(/C=C/C=C/C=C/C(=O)NC2=C(O)CCC2=O)[C@@H]2O[C@@H]2C1=O | u
O=C(NC(=S)NC1CCSC1=O)c1ccc([N+](=O)[O-])cc1 (stereo not drawn) | -7%
CCn1c(Oc2ccc(F)cc2F)nc2c1c(=O)n(C)c(=O)n2C | -5%
COc1ccc2nc(/C=N/NC(=O)[C@H](C)NC(=O)OC(C)(C)C)ccc2c1 | -6%
CC(=O)c1ccccc1NC(=O)COC(=O)c1ccc2c(c1)nc(C)n2-c1ccccc1 | -1%
O=C(/C=C/C#Cc1cccc(NS(=O)(=O)c2ccccc2)c1)NO | 14%
CCOc1ccc(NC(=O)Cn2c(=O)c(CNc3ccc(CC)cc3)cc3cc4c(cc32)OCO4)cc1 | -4%
COc1cc2c(cc1OC)C1O[C@](CCCCN3C(=O)c4ccccc4C3=O)(C2)OC2=C1C(=O)c1ccccc1C2=O | -11%[12.7 µM]
CC(=O)[C@@H]1[C@@H]2C(=O)N(C3CCCCC3)C(=O)[C@@H]2C2c3ccccc3C=CN21 (stereo partly drawn) | 2%
COc1ccc(NCc2cc3cc4c(cc3n(CC(=O)Nc3cccc(F)c3)c2=O)OCO4)cc1 | 7%
COC(=O)c1cc(N2C(=O)C3C(C2=O)C2(C)C=CC3(C)O2)ccc1Cl (stereo not drawn) | u
O=c1c(-c2nc3ccccc3o2)c2oc3ccccc3n2c2ccccc12 | -24%
CCN(CC)CCCN1C(=O)C(O)=C(C(=O)c2ccc(C)o2)C1c1cccs1 (stereo not drawn) | -6%
Cc1ccc2nc3n(c(=O)c2c1)-c1ccc(Cl)cc1C(=O)NC3Cc1ccccc1 (stereo not drawn) | -6%
Cc1cccc(N(CC(=O)NC2CCCCC2)C(=O)CCC(=O)Nc2ccccn2)c1 | -1%
O=C(O)CN1CCOCCOCCN(CC(=O)O)CCOCCOCC1 | 5%
CCCCn1c(C)cc2c(c1=O)C1O[C@](CCCC)(Cc3cc(C#N)ccc31)O2 | -10%[12.7 µM]
CC1CCCN(C(=O)c2cc(N3C(=O)C4C5CCC(C5)C4C3=O)ccc2Cl)C1 (stereo not drawn) | -2%
Cc1cc(C)cc(C(=O)Nc2cc(C(F)(F)F)ccc2N2CCN(c3ccccc3)CC2)c1 | -5%
CC=C(/C(=C/C)c1ccc(O)cc1)c1ccc(O)cc1 | -4%[21.4 µM]
C=CCn1c(-c2ccc(=O)n(Cc3ccccc3)c2)n[nH]c1=S | 18%
CN(Cc1ccccc1NC(=O)c1ccc(S(=O)(=O)N(C)C)cc1)C1CCCCC1 | -3%
CCOc1ccccc1NC(=O)CN1C(=O)CC(c2ccc(OC)c(OC)c2)Sc2ccccc21 (stereo not drawn) | -9%
